Screening results: PubChem BioAssay, The Scripps Research Institute Molecular Screening Center
SRC3 TRFRET art: flags TR-FRET format artefacts in PPARgamma SRC-3 recruitment agonist screen; TR-FRET ratio at 8 µM; 99,000 compounds, 0.39% hits; TR-FRET artefact counter-screen, PPARgamma/SRC-3 format; stronger effect = higher value; in the data active = TR-FRET ratio above about 2000; note: inactives centre near 1600; reference of the scale not given here
SRC1 TRFRET art: counter-screen for PPARgamma SRC-1 recruitment agonists: TR-FRET artefact. AID 1051. TR-FRET detection artefact counter-screen, emission ratio; stronger effect = higher value. TR-FRET ratio at 8 µM. 99,000 compounds, 0.34% hits; in the data active = TR-FRET ratio above about 2300; note: inactives centre near 1800; reference of the scale not given here
* = called active by the depositor. This is a subset; the hit share may differ from the screen's.

SMILES	SRC3 TRFRET art	SRC1 TRFRET art
CN1C(=O)/C(=C/C=C2\SCCN2C)OC1=S	1412	1613
O=C(Nc1cccnc1)c1sc2cccc(F)c2c1Cl	1729	1937
Cc1cc(C)c2nc(-c3ccccn3)cc(C(=O)NCc3ccc(S(N)(=O)=O)cc3)c2c1	1616	2170
CC(Cc1cccnc1)NC(=O)CCc1nnc(-c2ccccc2)o1 (centres undefined)	1640	1763
C=C(C)c1cccc(C(C)(C)NC(=O)Nc2ccc(C)cn2)c1	1422	1672
COCC(=O)Nc1ccc([N+](=O)[O-])cc1C	1346	1763
CCOC(=O)C1(CCOc2ccccc2)CCN(Cc2nccn2CC)CC1	1590	1578
CNC(=S)Nc1cccc(S(=O)(=O)NC2=NCCC2)c1	1642	1945
O=C(COc1ccccc1[N+](=O)[O-])NCCC1=CCCCC1	1753	1887
C1=CC2CC1CC2CN1CCN(c2ccccc2)CC1 (centres undefined)	1908	1627
COC(=O)c1cc(C(=O)OC)cc(-n2c(C)cc(C=O)c2C)c1	1620	2079
NS(=O)(=O)c1ccc(CCNC(=S)Nc2ccc(F)cc2)cc1	1684	1607
Cc1c(NC(=O)c2ccc(N(C)S(=O)(=O)c3ccccc3)cc2)c(=O)n(-c2ccccc2)n1C	1466	1604
Fc1ccc(Nc2ccc(-c3ccc(F)cc3)nn2)cc1	1570	1677
Cc1ccc(NC(=O)CO/N=C/c2ccccc2C)c(C)c1	1852	1813
O=C(NC(c1ccccc1)c1cc(Cl)c2cccnc2c1O)c1cccnc1 (centres undefined)	1419	1636
O=C(COC(=O)c1ccccc1NS(=O)(=O)c1ccc(Cl)cc1)NCc1ccccc1	1784	1785
O=c1[nH]c(C2CCN(S(=O)(=O)c3ccccc3)CC2)nc2c1nnn2Cc1ccccc1	1667	1638
Cc1occc1-c1n[nH]c(=S)n1-c1ccccc1	1682	1899
Brc1ccc2c(c1)C(C1=NCCN1)c1ccccc1CS2 (centres undefined)	1494	1755
C/C=C/c1ccc(OCCCCOc2c(OC)cccc2OC)c(OC)c1	1624	1941
CCC1(c2ccccc2)NC(=O)N(CC#N)C1=O (centres undefined)	1449	1561
CC(C)c1ccccc1NC(=O)COc1ccc(C(=O)NCCc2ccccc2)cc1	1684	1818
CCNC(=O)C(C)Oc1ccc(Cl)cc1Cl (centres undefined)	1344	1689
CC(C)NC(=S)N/N=C/c1cc(Br)ccc1O	1477	1938

Complete entries from above:
CC(Cc1cccnc1)NC(=O)CCc1nnc(-c2ccccc2)o1 (centres undefined) in the list: SRC3 TRFRET art: 1640; SRC1 TRFRET art: 1763
CC(C)c1ccccc1NC(=O)COc1ccc(C(=O)NCCc2ccccc2)cc1 in the list: SRC3 TRFRET art: 1684; SRC1 TRFRET art: 1818
CC(C)NC(=S)N/N=C/c1cc(Br)ccc1O in the list: SRC3 TRFRET art: 1477; SRC1 TRFRET art: 1938

Some of the entries so far, with values under each structure.
Each structure is followed by: SRC3 TRFRET art | SRC1 TRFRET art
> CN1C(=O)/C(=C/C=C2\SCCN2C)OC1=S
→ 1412 | 1613
> O=C(Nc1cccnc1)c1sc2cccc(F)c2c1Cl
→ 1729 | 1937
> Cc1cc(C)c2nc(-c3ccccn3)cc(C(=O)NCc3ccc(S(N)(=O)=O)cc3)c2c1
→ 1616 | 2170

The listing picks up with the 2 entries that preceded the break.
SMILES	SRC3 TRFRET art	SRC1 TRFRET art
CCNC(=O)C(C)Oc1ccc(Cl)cc1Cl (centres undefined)	1344	1689
CC(C)NC(=S)N/N=C/c1cc(Br)ccc1O	1477	1938
O=C(Nc1nc(-c2ccco2)c(-c2ccco2)s1)C1CC(=O)N(c2ccc3c(c2)OCCO3)C1 (centres undefined)	1948	1866
Cc1sc2nc(COC(=O)C(NC(=O)c3ccc(Cl)cc3Cl)C(C)C)[nH]c(=O)c2c1C (centres undefined)	1647	1763
COc1cc(OC)cc(C(=O)Nc2nnc(-c3cccnc3)o2)c1	1640	1740
COc1ccccc1C(=O)n1nc(-c2cccnc2)nc1NCc1ccccc1	1407	1786
Cc1ccc(NC(=O)CN2CCN(CCN=CC3=C(O)CC(c4ccc(C)cc4)CC3=O)CC2)cc1 (centres undefined)	1719	1780
COc1ccc(OC)c(C2=NOC(C(=O)NCc3cccs3)C2)c1 (centres undefined)	1601	1855
COCCn1c(C)cc(C(=O)CSc2nc3ccccc3c(=O)n2C(C)COC)c1C (centres undefined)	1558	1708
Cc1cccc(Oc2cc([N+](=O)[O-])cc3c2C(=O)Nc2ccccc2O3)c1	1553	1924
COc1cc(NC(=O)c2onc(C)c2Cl)c(OC)cc1Cl	1742	2199
Cc1cc(C(=O)Nc2ccc3c(c2)OCCO3)c2ccccc2n1	1940	1861
COc1ccc2c(CC(=O)Nc3cccc(S(=O)(=O)N4CCOCC4)c3)coc2c1	1673	1728
CC(=O)NN1C(=O)c2ccccc2NC1c1ccccn1 (centres undefined)	1744	1735
Cc1ccc(CSc2nnc(-c3ccncc3)o2)c(C)c1	1596	1841
NNC(=O)COc1ccc(F)cc1	1760	1996
COC(=O)CNC(c1ccccc1)c1cc(Cl)ccc1NC(=O)c1cccc(Cl)c1 (centres undefined)	1414	1510
COC(=O)C1CCN(CC(=O)Nc2cc(Cl)ccc2OC)CC1	1570	1926
c1ccc(-c2csc(Nc3ncccn3)n2)cc1	1546	1685
N#Cc1ccc(CSc2nnc3[nH]c(=O)cc(N)n23)cc1	1465	1766
NC(=O)c1ccc(N2CCN(c3ccccc3O)CC2)c([N+](=O)[O-])c1	1455	2015
CCCNC(=S)N1CCN(C)CC1	1567	1809
Cc1ccc(S(=O)(=O)NC(C(=O)N2CCOCCOCCOCC2)c2ccccc2)cc1 (centres undefined)	1661	1745
COc1ccc(Cl)cc1N(CC(=O)N(C)C)S(=O)(=O)c1ccc(C)c([N+](=O)[O-])c1	1609	1831
COCCNC(=S)Nc1ccccc1[N+](=O)[O-]	1461	1703
COc1ccc(CNC(=O)COC(=O)c2ccc(OCc3c(C)noc3C)cc2)cc1OC	1527	1568
CCNS(=O)(=O)c1ccc(CCC(=O)Nc2ccc(C(=O)OC)cc2)cc1	1494	1627

(continued)
SMILES	SRC3 TRFRET art	SRC1 TRFRET art
Cc1ccc(NC(=O)COC(=O)C2COc3ccccc3O2)cc1S(=O)(=O)N1CCOCC1 (centres undefined)	1639	1953
Cc1cc([N+](=O)[O-])ccc1NC(=O)c1cccc(NC(=O)C(C)C)c1	1383	1923
Cn1nc([N+](=O)[O-])nc1Sc1nnnn1-c1ccc(C(=O)O)cc1	1664	1782
CCOc1c(OC(C)=O)ccc(/C=C/c2ccc3cccc(OC)c3n2)c1[N+](=O)[O-]	1794	1799
N#Cc1ccc(NC(=O)Nc2ccc(Cl)cc2)cc1	1600	1839
Cn1c(=NC(=O)c2ccccc2[N+](=O)[O-])sc2cc(S(C)(=O)=O)ccc21	1834	1568
CN(C)/N=C/C=C1\CCC/C(=C\c2ccc(F)c(F)c2)C1=O	1634	1822
COc1cc(C(=S)N2CCOCC2)ccc1OC(=O)c1cc([N+](=O)[O-])cc([N+](=O)[O-])c1	1441	1739
Cc1ccc(Nc2nc(-c3cccs3)cs2)nc1	1808	2103
O=S(=O)(NC1CCCCC1Sc1ncccn1)c1ccccc1 (centres undefined)	1552	1433
C/C(=N\NC(=O)CCCNc1ccc(C)cc1)c1ccccn1	1833	1903
O=C(NCCCn1ccnc1)C(=O)NCC1OCCN1S(=O)(=O)c1ccc(F)cc1 (centres undefined)	1425	1701
CC1(C)CC(=NOC(=O)c2ccccc2)CC(C)(C)N1O	1720	1872
Cc1ccc(/C=N/N2CCN(c3ccccc3)CC2)cc1	1652	1757
O=c1sc2ccccc2c(N2CCCC2)c1[N+](=O)[O-]	1566	1694
O=C(CNC(=S)N(CCCN1CCOCC1)Cc1cccs1)N1CCCC1	1793	1789
Cc1cc(C(=O)CSc2nncn2C)c(C)n1-c1ccccc1	1610	1530
Nc1c2c(nc3c1CCC3)CCCC2	1583	2133
CC1(C)Cc2ccccc2C(N/N=C/c2ccc([N+](=O)[O-])cc2)=N1	1581	1646
COc1cccc(N2CC(C(=O)Nc3nnc(SCC(=O)Nc4cc(C)on4)s3)CC2=O)c1 (centres undefined)	1562	1848
C/C(=N\Nc1nc(N2CCCCC2)nc(N2CCOCC2)n1)c1ccccc1O	1645	1590
CCOc1ccccc1N(CC(=O)NC1CCCCC1)S(C)(=O)=O	1746	1838
Cc1cc(CNC(=O)CC2C(=O)NCCN2CC(C)(C)C)nn1C (centres undefined)	1686	1854
Cc1ccc(NC(=O)c2c([N+](=O)[O-])c(C(C)(C)C)nn2C)c(C)c1	1726	1970
CCS(=O)(=O)n1nc(-c2cccnc2)nc1NCc1ccc(F)cc1	1457	1834

Next compounds follow.
SMILES	SRC3 TRFRET art	SRC1 TRFRET art
COc1ccc(-c2[nH]ncc2CNC(C)CCn2cccn2)cc1F (centres undefined)	1547	1826
CCNC(=S)N1CCN(C(=O)C(Cc2ccccc2)NC(C)=O)CC1 (centres undefined)	1558	1856
Cc1nnc2sc(SCc3ccccc3)nn2c1=O	1414	1565
CCOc1ccccc1N(CC)C(=O)Cn1ncc2c(=O)oc3ccccc3c21	1598	1845
O=C(N/N=C/c1ccc(N2CCOCC2)o1)c1cccc([N+](=O)[O-])c1	1696	1984
O=C(Nc1ccc(Cl)cc1)Nc1nnc(CSCc2ccccc2)s1	1705	2040
CCCCN(C)C(=S)Nc1ccc(Oc2ccccc2)cc1	1372	1636
O=C(Nc1ccc(S(=O)(=O)N2CCCCC2c2cccnc2)cc1)c1c(F)cccc1F (centres undefined)	1600	1853
COc1ccc2cc3[n+](cc2c1OC)CCc1cc2c(cc1-3)OCO2	1328	1819
Cn1c(Oc2ccc(F)cc2)c(C=O)c2ccccc21	1672	1784
O=Cc1c(OCc2ccccc2)ccc2ccccc12	1686	1500
CC1=CC(=C(C#N)c2nc3ccccc3s2)C=C(C)N1c1ccc(F)cc1	1532	1722
Cc1cc(C)cc(NC(=O)COC(=O)c2cc(C)oc2C)c1	1693	1775
CCCc1[nH]n(-c2ccc([N+](=O)[O-])cc2)c(=O)c1C=NCCCn1ccnc1	1643	1717
CCn1cc(C(=O)NCc2ccco2)c(=O)c2cc(S(=O)(=O)N3CCCC3)ccc21	1838	2070
COc1ccc(CCN=C(N)NS(=O)(=O)c2cccs2)cc1OC	1571	2153
NCCCn1cnc2ccccc21	1489	1855
O=C(Nc1nnc(-c2ccccc2)o1)Nc1ccc(F)cc1F	1652	1720
Cc1ccc2cc(CCNC(=O)c3ccco3)c(=O)[nH]c2c1C	1601	1924
NC(=O)[C@@H]1CCCN1Cc1nc(Cc2cccc(C(F)(F)F)c2)no1	1630	1873
O=[N+]([O-])c1ccc(/C=C/C2=NN(c3ccccc3)C(c3ccco3)C2)o1 (centres undefined)	1458	1847
COC(=O)N/C(C)=C1/NC(=O)c2ccccc2C(c2ccccc2)N1 (centres undefined)	1885	1939
CCNc1cccc2c1C(=O)N(C)C2=O	1674	1913
O=c1oc2cc(O)c(Cl)cc2c2ccccc12	4295*	3291*
COc1ccc(Cl)cc1-c1nc(SCC(=O)NCCN2C(=O)CSC2=O)n[nH]1	1438	1721

Some of these compounds in order of length of the SMILES, descending.
SMILES	SRC3 TRFRET art	SRC1 TRFRET art
O=C(N/N=C/c1ccc(N2CCOCC2)o1)c1cccc([N+](=O)[O-])c1	1696	1984
CC1=CC(=C(C#N)c2nc3ccccc3s2)C=C(C)N1c1ccc(F)cc1	1532	1722
NCCCn1cnc2ccccc21	1489	1855

Later entries.
SMILES	SRC3 TRFRET art	SRC1 TRFRET art
COc1cc(NC(=O)c2cccc(C)c2)c(Cl)cc1[N+](=O)[O-]	1770	1804
Cc1ccc(-c2csc(N(CCCN(C)C)C(=O)c3ccco3)n2)cc1	1478	1921
COc1ccc2nc(Nc3nc(C)c(C(C)=O)s3)sc2c1	1699	2116
CN(C(=S)Nc1ccc(SC(F)F)cc1)c1ccc(O)cc1	1634	2066
COc1ccc(-c2nnc(SCC(=O)Nc3cc(S(=O)(=O)N4CCCCC4)ccc3Cl)n2N)cc1	1596	1768
O=C(CSc1nncn1-c1cccnc1)N1CCOCC1	1632	1671
O=C(COc1cccc2cccnc12)N/N=C1\SCC(=O)N1CCc1ccccc1	1536	1658
COc1ccc(NC(=O)c2c(Cl)cnn2C)c(C)c1	1626	1763
O=C(c1cc2c(=O)n3ccccc3nc2s1)N1CCN(Cc2ccc3c(c2)OCO3)CC1	1466	1654
CCCNCc1cc(Br)ccc1OCC(=O)NCCc1ccccc1	1610	1848
CCc1ccc(NC(=O)CSc2ccc(-c3ccco3)nn2)cc1	1387	1685
CCC1CCCCN1C(=O)COc1cccc2c1CCN(C)C2=O (centres undefined)	1481	1803
CC(C)(C)c1ccc(C(=O)N2CCC(=O)N(C(CO)Cc3ccccc3)CC2)cc1 (centres undefined)	1755	1804
Cc1c(/C=N/NC(=O)c2ccccc2O)c2ccccn2c1C(=O)c1ccc(F)cc1	1788	1948
CCCCCn1c(CNC(=O)COC)nc2ccccc21	1763	1744
COc1cccc(/C=C/C(=O)OCC(=O)NCC2CCCO2)c1 (centres undefined)	1466	1906
O=C(Cc1ccccc1)N/N=C/c1ccc2cccc(O)c2n1	1427	1738
CCOc1ccc(Oc2c(/C=N/NC(=O)COc3ccccc3OC)c(C)nn2-c2ccccc2)cc1	1609	2009
COc1ccc(-c2nnc3ccc(SCc4ccccc4)nn23)cc1	1494	1818
CC#CCCc1nc2ccccc2c(=O)n1N	1635	1676
COC(=O)C1CCN(C(=O)Cc2ccccc2OC)CC1	1514	1843
O=S1(=O)N=C2CCCCCN2C(c2ccc(Cl)cc2)N1 (centres undefined)	1468	1788
CCOC(=O)CSc1nnc(CNC(=O)c2ccc(S(=O)(=O)N(C)C)cc2)n1C	1652	2014
COc1ccc(/C=C/C(=O)OCC(=O)Nc2ccc(C)cc2)cc1S(=O)(=O)N1CCOCC1	1679	1829
